CCHF vOTU inh: blocks the CCHF virus ovarian tumor domain protease | actives 0.55% (n = 370,000) | inhibition, % at 11.5 µM | CCHFV vOTU protease, Pep-AMC fluorescence | AID 651958; note: 0% = vehicle wells with enzyme and 100% = no enzyme wells
BoNT F protease: inhibitors of Botulinum neurotoxin F light chain protease. Multiplex microsphere protease cleavage assay, flow cytometry. inhibition, % at 10 µM. actives 0.22% (n = 360,000). AID 588497; in the data active = inhibition above about 35%, passing the limit was not always enough; inconclusive = no clear call, values can overlap the other calls; note: plate controls were buffer without enzyme for full effect and enzyme alone for no effect
PrPC TRFRET: inhibitors of human cell surface prion protein PrPC; P04156; TR-FRET read-out; inhibition, % at 13.8 µM; actives 0.43% (n = 370,000); AID 720596; in the data active = inhibition above about 24%; note: 0% = median of the test wells and 100% = reference compound wells
UGM FP inh: Mtb UDP-galactopyranose mutase inhibition. P9WIQ1. actives 0.06% (n = 320,000). purified UGM, fluorescence polarization probe displacement. inhibition, % at 10 µM; in the data active = inhibition above about 10%, passing the limit was not always enough; inconclusive = no clear call, values can overlap the other calls
Target sequence (P9WIQ1 whole entry, looked up): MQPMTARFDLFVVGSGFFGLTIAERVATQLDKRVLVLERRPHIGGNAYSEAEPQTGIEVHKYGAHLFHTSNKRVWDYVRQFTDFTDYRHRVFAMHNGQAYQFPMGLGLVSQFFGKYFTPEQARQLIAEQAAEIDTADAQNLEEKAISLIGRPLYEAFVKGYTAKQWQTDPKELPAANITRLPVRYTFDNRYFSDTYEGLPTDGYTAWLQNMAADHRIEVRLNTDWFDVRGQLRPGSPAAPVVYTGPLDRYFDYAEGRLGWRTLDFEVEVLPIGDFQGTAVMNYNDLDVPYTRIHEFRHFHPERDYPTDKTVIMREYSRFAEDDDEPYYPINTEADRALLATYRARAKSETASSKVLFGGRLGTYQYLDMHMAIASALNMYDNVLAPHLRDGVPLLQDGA
BoNT-A LC inh2: blocks Botulinum neurotoxin A light chain protease | inhibition, % at 10 µM | multiplex microsphere protease substrate cleavage, flow cytometry | actives 0.17% (n = 360,000) | AID 588499; in the data active = inhibition above about 30%; inconclusive = no clear call, values can overlap the other calls; note: plate controls were buffer without enzyme for full effect and enzyme alone for no effect
Mtb BioA inh: blocks M. tuberculosis BioA enzyme activity | purified M. tuberculosis BioA enzyme, plate reader | inhibition, % at 9.99 µM | actives 0.096% (n = 360,000); in the data active = inhibition above about 40%; inconclusive = no clear call, values can overlap the other calls
FadD28 binding: inhibitors of Mycobacterium tuberculosis FadD28 bisubstrate binding | FadD28 bisubstrate probe binding, fluorescence polarization | inhibition, % at 12.5 µM | actives 0.22% (n = 360,000); in the data active = inhibition above about 8.5%, passing the limit was not always enough; inconclusive = no clear call, values can overlap the other calls
Mtb FBA inh: Mtb fructose-bisphosphate aldolase inhibition. P9WQA3. purified M. tuberculosis FBA, fluorescence read-out. inhibition, % at 1 µM. actives 2.3% (n = 360,000); in the data active = inhibition above about 27%;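 note: 0% = vehicle and 100% = reference inhibitor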
Target sequence (P9WQA3 whole entry, looked up): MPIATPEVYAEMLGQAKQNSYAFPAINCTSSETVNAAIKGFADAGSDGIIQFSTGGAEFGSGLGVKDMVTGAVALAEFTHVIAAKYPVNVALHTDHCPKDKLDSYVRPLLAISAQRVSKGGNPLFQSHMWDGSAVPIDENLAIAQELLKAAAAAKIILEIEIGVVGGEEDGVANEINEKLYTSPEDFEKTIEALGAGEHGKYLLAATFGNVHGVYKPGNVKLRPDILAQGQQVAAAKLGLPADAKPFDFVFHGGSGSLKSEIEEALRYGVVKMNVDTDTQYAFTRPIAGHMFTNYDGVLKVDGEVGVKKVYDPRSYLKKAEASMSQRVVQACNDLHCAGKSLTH
GDH-TPI counter: inhibits GDH-TPI coupling enzymes, artifact for Mtb FBA screen. AID 588335. GDH-TPI coupled enzyme counterscreen, NADH absorbance. inhibition, % at 4.8 µM. actives 1.2% (n = 360,000);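 note: 0% = DMSO wells and 100% = wells lacking the enzyme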
* marks the source's active call; other numbers are inactive results; ? = inconclusive; · = no result given. Cut-off read from the data, not from the text of the source, unless noted: active = inhibition above about 30%; inactive = the rest.

structure,CCHF vOTU inh,BoNT F protease,PrPC TRFRET,UGM FP inh,BoNT-A LC inh2,Mtb BioA inh,FadD28 binding,Mtb FBA inh,GDH-TPI counter
COc1ccc(C(C)NCCC(c2ccc(OC(C)C)cc2)c2ccccc2OC)cc1 (stereo not drawn),27,-43,3,-0.8,2.4,·,-2.7,7,4
Cc1cc2n(n1)C(c1ccc3c(c1)OCO3)Nc1c(C)cccc1-2 (stereo not drawn),-15,-2,2,2.6,2.1,·,0.5,15,12
CCC(=O)OC1(Cc2ccc(CC)cc2)CC(C)N(C)CC1C (stereo not drawn),1,?,-4,-3.9,?,·,0.0,1,-1
COc1cccc(C2=NOC(C(=O)NCc3cccnc3)C2)c1 (stereo not drawn),-5,-12,1,-1.3,-1.1,-3.4,-0.9,2,10
Cc1ccc(-c2nc(CSCC(=O)NCCN3CCN(Cc4ccccc4)CC3)c(C)o2)cc1,-7,-5,1,1.3,-2.9,1.2,-0.8,-1,-1
Nc1c(-c2ccccc2)cnn1-c1cccc(C(F)(F)F)c1,9,-16,2,-2.9,-1.1,-1.6,1.4,1,16
Nc1nnc(SCC(=O)c2ccc3ccccc3c2)s1,16,-10,-7,5.2,-2.1,·,·,·,·
O=C(c1ccc(NC(=O)C2(c3ccccc3)CCOCC2)cc1)N1CCOCC1,7,14,-1,-1.0,0.3,-2.7,-0.6,3,1

For reference, part of the list above:
structure,CCHF vOTU inh,BoNT F protease,PrPC TRFRET,UGM FP inh,BoNT-A LC inh2,Mtb BioA inh,FadD28 binding,Mtb FBA inh,GDH-TPI counter
COc1ccc(C(C)NCCC(c2ccc(OC(C)C)cc2)c2ccccc2OC)cc1 (stereo not drawn),27,-43,3,-0.8,2.4,·,-2.7,7,4
Cc1cc2n(n1)C(c1ccc3c(c1)OCO3)Nc1c(C)cccc1-2 (stereo not drawn),-15,-2,2,2.6,2.1,·,0.5,15,12

The listing continues:
structure,CCHF vOTU inh,BoNT F protease,PrPC TRFRET,UGM FP inh,BoNT-A LC inh2,Mtb BioA inh,FadD28 binding,Mtb FBA inh,GDH-TPI counter
CCCc1cc(=O)[nH]c(N/N=C/C=C\c2ccccc2)n1,20,-4,7,-1.4,-0.6,-0.5,-2.6,3,16
N#CC(Cc1cc2ccccc2n1S(=O)(=O)c1ccccc1)OCc1ccccc1 (stereo not drawn),8,-6,-5,·,-0.5,0.7,-2.2,-2,12
Cc1ccc(C(=O)n2cnc3ccccc32)cc1C,-12,-14,1,0.7,3.4,-1.6,0.4,2,9
O=C(CCC1CCCCC1)NCc1cccs1,15,-28,9,-2.5,-0.7,0.3,-0.1,6,8
COCCNC(=O)CSc1nc(N)c(NC(=O)c2ccccc2F)c(=O)[nH]1,-5,4,5,0.9,-0.5,0.0,-1.5,0,6
O=C(c1ccco1)N1N=C(c2cccs2)CC1c1cc([N+](=O)[O-])ccc1O (stereo not drawn),27,-10,-11,2.5,-1.9,0.8,-1.8,-4,45*
CCOC(=O)c1c(C)n(-c2ccccc2)c2ccc(O)c(CN(C)C)c12,-8,-2,-16,3.7,-0.9,·,-0.8,0,2
O=C1OC2(c3ccccc31)c1ccccc1-c1ccccc12,0,-2,-4,·,-0.1,-0.5,-2.4,-1,4

One compound at a time (already shown). Order of screens: CCHF vOTU inh, BoNT F protease, PrPC TRFRET, UGM FP inh, BoNT-A LC inh2, Mtb BioA inh, FadD28 binding, Mtb FBA inh, GDH-TPI counter
O=C(c1ccco1)N1N=C(c2cccs2)CC1c1cc([N+](=O)[O-])ccc1O (stereo not drawn) is entered as 27, -10, -11, 2.5, -1.9, 0.8, -1.8, -4, 45*
COCCNC(=O)CSc1nc(N)c(NC(=O)c2ccccc2F)c(=O)[nH]1 is entered as -5, 4, 5, 0.9, -0.5, 0.0, -1.5, 0, 6

Going on with the list:
structure,CCHF vOTU inh,BoNT F protease,PrPC TRFRET,UGM FP inh,BoNT-A LC inh2,Mtb BioA inh,FadD28 binding,Mtb FBA inh,GDH-TPI counter
O=C(Cn1nnc(-c2ccc(CN3CCOCC3)cc2)n1)N1CCCc2ccccc21,4,2,5,2.5,0.3,2.5,-2.5,-6,3
Cc1c(OCC(=O)C(C)(C)C)ccc2c(-c3ccccc3)cc(=O)oc12,-4,19,10,1.5,0.0,6.2,-0.5,5,9
O=c1cc(N2CCN(Cc3ccccc3)CC2)[nH]c(=O)n1-c1cccc(C(F)(F)F)c1,-12,-10,7,0.9,1.6,-1.1,-2.1,0,-3
Cc1ccc(NC(=S)N2CCC(c3ccc(C)cc3)C2)cc1 (stereo not drawn),-3,-8,3,-0.8,-0.7,·,0.5,1,-16
CCc1ccc(NC(=O)CSc2nc(N)c(NC(=O)c3ccc(F)c(F)c3)c(=O)[nH]2)cc1,4,·,-4,0.1,·,-0.2,0.0,-2,11
O=C(CCC(=O)N1CCN(c2ccc(F)cc2)CC1)c1ccccc1,-14,3,0,-2.3,-0.6,3.8,-1.1,1,6
CN1CCN(c2ccc(-c3ccnn3C(=O)Nc3ccccc3)cc2)CC1,-4,-4,5,1.2,-0.2,·,-1.2,-1,-3
Cc1nonc1-c1csc(N)n1,-8,-3,3,2.1,-0.5,-3.1,-0.3,-1,-6
Cc1cc(C)c(S(=O)(=O)N2CCCC(C(=O)NCc3ccccn3)C2)c(C)c1 (stereo not drawn),-4,12,4,1.0,2.8,1.3,-1.6,3,6
CCN(c1ccc(OC)cc1)c1ncnc2nc[nH]c12,16,-10,3,1.1,-0.4,4.2,-1.5,-1,-1
Cc1nn(-c2ccccc2C(=O)O)c(=O)c2ccccc12,5,-2,-8,1.8,0.4,0.6,0.3,4,-4
O=c1cc(-c2ccccc2)nc2nc(COc3ccccc3)[nH]n12,14,?,-5,0.6,0.2,-1.0,0.1,8,3
CCOc1ccc(NC(=O)c2nnn(CC(=O)Nc3ccccc3OC)c2N)cc1,3,36*,0,-3.4,1.4,-0.8,0.4,3,5
COc1cc(NC(=O)CSc2nnc(-c3cc(C)on3)o2)cc(OC)c1,7,-5,-2,-2.4,-1.7,-0.5,·,-3,-8
O=C(O)c1ccc(C2CCCCC2)cn1,1,-2,1,-1.6,-1.1,0.2,-4.0,-8,-12
COC(=O)c1c(-c2cccc(C)c2)csc1NC(=O)C1CCCO1 (stereo not drawn),-3,-8,12,3.7,-0.4,-1.3,0.8,-4,11
Cc1ccccc1CCNC(=O)Cn1ccc2cc(S(=O)(=O)N3CCCC3)ccc21,-3,-9,8,0.3,-4.1,-0.4,-2.4,2,-3
O=C(Nc1ccc2oc(=O)ccc2c1)c1ccco1,-11,9,4,2.8,0.1,11,-1.0,22,11
Cc1cc(C(=O)OCC(=O)c2ccc(Br)s2)no1,·,-1,·,0.9,1.1,-0.3,-3.4,0,7
COC(=O)CSc1nc(-c2ccccc2)cc(-c2ccco2)c1C#N,-2,9,20,1.5,1.2,-2.6,-1.3,8,14
O=C1/C(=C\c2ccccc2)SC(=S)N1CCC(=O)N1CCCCC1CCO (stereo not drawn),10,-1,-6,2.6,0.6,0.3,-3.0,-2,9
CCOC(=O)c1cn2nc(N3CCCCC3)ccc2n1,-5,?,8,-0.8,-8.0,·,0.2,2,11
CC(=O)c1ccc(NC(=S)N2CCC(O)CC2)cc1,2,4,6,1.3,-0.4,4.7,0.2,-1,16
O=S(=O)(c1ccccc1)N1CCN(c2ccnc3cc(Cl)ccc23)CC1,9,-3,-6,-0.4,-1.1,·,-2.6,2,9
Cc1ccc(NC(=O)CN2CCC3(O)CCCCC3C2c2ccc3c(c2)OCO3)c(C)c1 (stereo not drawn),-2,7,-2,1.9,2.3,-0.8,-1.3,1,3
O=C1NC[C@H](CCCCN2C[C@H](Cc3ccc(O)cc3)N(CCc3ccccc3)C(=O)C2=O)N(CCC2CCCCC2)C1=O,18,4,15,·,-0.2,·,·,·,·
O=C(O)CNC(=O)c1ccc(Oc2c(F)c(F)c(Oc3ccc(C(=O)NCC(=O)O)cc3)c(F)c2F)cc1,4,-18,3,1.0,-1.7,·,2.2,4,-1
CCOC(=O)c1c(-c2ccc(C)s2)csc1NC(=O)c1cccs1,-1,-5,-6,-1.6,-0.1,-2.3,17*,0,-7
COc1ccc(-c2nnc(NC(=O)c3cc(C)on3)s2)cc1,18,-3,4,-2.3,?,·,-0.8,2,35*
Cc1ccc(NC(=O)CN(C)C(=O)Cc2coc3cc(C)c(C)cc23)cc1,0,-8,-4,·,4.6,-0.5,-0.4,4,0
CC(C)=CCN1CCN(Cc2cccc3c2OCO3)CC1CCO (stereo not drawn),2,0,-8,-2.3,-0.3,·,-1.5,3,4
COc1ccc(C(C)(O)c2nc(-c3ccoc3)cs2)cc1 (stereo not drawn),0,-13,4,·,-1.0,-0.6,-0.1,0,12
CCc1ccc(NC(=O)CNC(=O)[C@@H]2Cc3ccccc3CN2)cc1,-5,-3,7,-1.4,0.3,0.2,-3.8,-1,-6
Cc1ccc(CNC(=O)C2CCN(S(=O)(=O)N3CCCCC3)CC2)cc1,-13,-4,2,1.4,-1.2,-1.4,1.0,6,0
COCCNC(=O)Nc1ccc2nc(-c3ccco3)c(-c3ccco3)nc2c1,36*,-12,-25,6.7,1.3,·,21*,1,6
O=C(C1COc2ccccc2O1)N1CCN(c2ccccn2)CC1 (stereo not drawn),-10,?,4,-1.0,?,0.1,-1.1,9,1
O=C(CNC(=S)N(CCCN1CCOCC1)Cc1cccs1)N1CCCC1,8,-9,-4,0.0,-0.9,·,-2.0,3,20
CN(C(=O)c1cccc(NC(=O)Cc2ccc([N+](=O)[O-])cc2)c1)C1CCCCC1,-3,1,-9,-1.9,0.3,-1.3,-1.5,2,6
C1CCC2CCCCC2C1 (stereo not drawn),10,-7,11,1.1,-0.4,1.9,-2.1,0,1
C=CCNC(=S)N1N=C(c2ccco2)CC1c1ccco1 (stereo not drawn),0,?,2,·,-2.3,1.9,1.6,3,12
COc1ccc(-n2nnnc2C(c2ccnc3ccccc23)N2CCN(C/C=C/c3ccccc3)CC2)cc1 (stereo not drawn),5,0,3,·,0.7,-3.3,-1.2,-1,·
Cn1cnnc1SCC(=O)c1ccc2c(c1)CCCC2,-1,2,-2,0.5,0.8,0.4,-2.1,0,12
CCOc1cc(CNc2ccc3cn[nH]c3c2)ccc1OC,59*,-21,-16,-1.2,1.8,5.7,-5.3,11,6
CC1(Cc2cc(Cl)ccc2C(F)(F)F)C(=O)Nc2cc(C(F)(F)F)ccc21 (stereo not drawn),29,-2,5,·,-0.5,-0.6,-0.8,-1,3
O=C(NCc1ccccc1)c1ccc(-c2ccccc2F)o1,3,-10,1,1.6,-0.6,-2.7,-0.6,6,5
Nc1c2c(=O)oc(-c3ccccc3)cc2nn1-c1ccccc1,-9,4,1,-2.4,-1.1,·,0.1,14,-3
